Bioassay records deposited in PubChem by National Center for Advancing Translational Sciences (NCATS).
D3 antag = D3 dopamine receptor (human) antagonism. P35462. D3R cells, DiscoveRx beta-arrestin luminescence, antagonist mode; hits give low values. max response, negative = inhibition, %. 2.5% of 360,000 active. AID 652054; in the data active = max response below about -50%; inconclusive = no clear call, values can overlap the other calls; note: % is set by controls: 0 for no effect and ±100 for the full control effect; mostly tested at two doses, the higher about 12 µM
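Cells plated overnight at 1500 cells/well, then exposed to library compounds with dopamine controls for 90 minutes at 37 degrees C. DiscoveRx reagent added for 30–60 minutes at room temperature; luminescence read, quantitative HTS format.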
GLP-1R inv ag = acts as inverse agonist at human GLP-1 receptor; 1.6% of 410,000 active; Potency, µM (doses to about 38.3 µM), for inactives: top-dose activity change, negative = inhibition, actives largely listed as inhibitors; HEK293 GLP-1R CRE-luciferase, luminescence, 24 h; GLP-1R form is constitutively active; P43220; note: potency is the fitted concentration of half-maximal effect; % is set by controls: 0 for no effect and ±100 for the full control effect; nearly all actives have a fitted effect of over 55% in size
Target sequence (P43220 whole entry, looked up): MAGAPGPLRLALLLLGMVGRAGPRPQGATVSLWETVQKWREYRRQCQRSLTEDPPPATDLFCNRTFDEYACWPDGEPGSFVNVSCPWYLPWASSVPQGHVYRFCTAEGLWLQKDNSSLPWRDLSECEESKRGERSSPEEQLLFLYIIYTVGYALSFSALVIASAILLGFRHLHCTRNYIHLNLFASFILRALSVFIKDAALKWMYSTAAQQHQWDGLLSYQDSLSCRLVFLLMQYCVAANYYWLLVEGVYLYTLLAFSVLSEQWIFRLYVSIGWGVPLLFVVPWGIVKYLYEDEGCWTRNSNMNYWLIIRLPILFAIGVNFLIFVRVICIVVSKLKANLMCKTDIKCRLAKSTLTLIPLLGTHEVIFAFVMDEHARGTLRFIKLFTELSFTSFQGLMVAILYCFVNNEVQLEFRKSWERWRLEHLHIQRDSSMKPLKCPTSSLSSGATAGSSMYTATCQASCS
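Constitutively active GLP-1R drives a cAMP-responsive luciferase in stably transfected HEK293 cells; test compounds are added after overnight (12 h) attachment and left 24 hr, and signal loss in luminescence marks inhibition.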
HEK293 tox = cytotoxicity counter-screen for GLP-1 receptor inverse agonists; HEK293 cAMP-luciferase reporter cells, luminescence, 24 h; Potency, µM (titrated, usually from 38.3 µM), without a hit: top-dose activity change, negative = inhibition, actives largely listed as inhibitors; 0.13% of 410,000 active; AID 624418;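 note: loss of luciferase light is scored as toxicity; potency is the fitted concentration of half-maximal effect; % is set by controls: 0 for no effect and ±100 for the full control effect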
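Step one: seed cells (200 cells/uL, DMEM with 10% Nu serum, 1% pen-strep). Step two: 12-hour incubation at 37 deg C. Step three: pin 23 nL compound, incubate 24 hr. Step four: add luciferase reagent, read luminescence 12 min later.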
TDP-43 yeast inh = TDP-43 toxicity inhibition in yeast; TDP-43 expressing yeast growth rescue, BacTiter-Glo, 24 h; Potency, µM (titrated, usually from 46.1 µM), without a hit: at the highest dose growth rescue (activation), hits mostly activators; 1.8% of 410,000 active; note: potency is the fitted concentration of half-maximal effect; % of control where 0% means no effect; nearly all actives have a fitted effect of over 50% in size
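Readout is BacTiter-Glo luminescence of cell growth, so inhibitors register as activators. TDP-43-expressing yeast at OD600=0.02 in galactose medium, after raffinose pregrowth to mid-log, were incubated with compound for 24 hr at 30 deg C.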
GLP-1R agonist = activates the human GLP-1 receptor; P43220; HEK293 GLP-1R CRE-luciferase, luminescence, 4-6 h; cells express a hypersensitive GLP-1R form; Potency, µM (series often up to 45.6 µM), for inactives: at the top dose activation, hits mostly activators; 0.007% of 380,000 active; AID 624172; note: potency is the fitted concentration of half-maximal effect; % of control where 0% means no effect
PTHR1 ag = PTHR1 (human) receptor agonism | Q03431 | 0.075% of 410,000 active | HEK293 GP2 PTHR1 cells, GloSensor cAMP luminescence, 1 h | Potency, µM (doses to about 115 µM), for the others: at the top dose activation, most hits filed as activators | AID 743266; note: potency is the fitted concentration of half-maximal effect; nearly all actives have a fitted effect of over 55% in size; some results filed as inactive show a strong effect at the top dose; inactives centre near -15; many of its hits are not listed in these tables
Target sequence (Q03431 whole entry, looked up): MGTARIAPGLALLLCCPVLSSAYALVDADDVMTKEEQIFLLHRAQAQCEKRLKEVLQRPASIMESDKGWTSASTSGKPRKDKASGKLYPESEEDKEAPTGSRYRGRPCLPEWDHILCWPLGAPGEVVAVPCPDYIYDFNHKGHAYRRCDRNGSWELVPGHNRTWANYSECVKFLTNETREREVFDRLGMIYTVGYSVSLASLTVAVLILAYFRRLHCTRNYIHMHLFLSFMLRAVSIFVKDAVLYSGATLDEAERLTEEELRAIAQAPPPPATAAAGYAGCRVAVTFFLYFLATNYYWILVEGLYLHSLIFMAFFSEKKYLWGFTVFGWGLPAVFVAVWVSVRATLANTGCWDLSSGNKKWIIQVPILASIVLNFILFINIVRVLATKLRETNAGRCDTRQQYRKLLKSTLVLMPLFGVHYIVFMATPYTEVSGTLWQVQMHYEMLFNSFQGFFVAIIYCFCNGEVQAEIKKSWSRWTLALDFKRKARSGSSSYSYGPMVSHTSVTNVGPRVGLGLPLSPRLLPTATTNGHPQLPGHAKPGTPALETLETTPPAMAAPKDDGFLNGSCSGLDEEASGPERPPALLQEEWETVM
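HEK-293-derived GP2 cells expressing PTHR1 and a GloSensor cAMP reporter, 3,000/well, plated overnight, given luciferin plus IBMX (each 0.5 mM as added) for 1 h at 37 °C, then compound for 1 h at 37 °C. Luminescence was read after 15 min at room temperature.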
KB-V1 cytotox = KB-V1 MDR subline cytotoxicity | KB-V1 MDR cells viability, CellTiter-Glo, 72 h | 3.4% of 400,000 active | Potency, µM (series often up to 46.1 µM), without a hit: at the top dose activity change, negative = cytotoxicity, most hits filed as cytotoxic; note: potency is the fitted concentration of half-maximal effect; % is set by controls: 0 for no effect and ±100 for the full control effect; nearly all actives have a fitted effect of over 60% in size
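Drug-selected KB-V1 cells, grown in DMEM lacking phenol red with 10% FBS, receive compound titrations; after three days at 37 degrees C, surviving cell ATP is quantified by CellTiter-Glo luminescence and responses normalized and curve-fitted.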
DRD3 agonist = agonists of human D3 dopamine receptor. D3R DiscoveRx beta-arrestin cells, luminescence, 90 min. AID 652048. P35462. 0.58% of 410,000 active. max activation, %; in the data active = max activation above about 30%; note: 0% is about no effect; mostly tested at two doses, the higher about 12 µM
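Cells at 1500/well, incubated overnight, then treated with pinned compounds (dopamine as control) for 90 min at 37 degrees C. DiscoveRx reagent added for 30 - 60 minutes at room temperature; luminescence read.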
aSyn yeast inh = inhibitors of alpha-synuclein toxicity in yeast | Yeast expressing alpha-synuclein, growth rescue, BacTiter-Glo, 24 h | 0.14% of 370,000 active | Potency, µM (highest dose often 46.1 µM), inactives show at the highest dose growth rescue (activation), hits mostly activators; note: potency is the fitted concentration of half-maximal effect; % of control where 0% means no effect; nearly all actives have a fitted effect of over 65% in size
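Readout is rescue of growth in alpha-synuclein-expressing yeast, so inhibitors of toxicity appear as activators. Growth after 24 hr at 30 deg C in galactose medium is quantified by luminescence.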
Starred values were filed as active, the others as inactive; i = inactive; ? = inconclusive; . = not tested or not shown; [ ] = dose if it differs, or a comment. Unless noted, calls come from the whole dose curve; as a rule, active = well fitted curve in the direction sought with a large enough effect; inconclusive = small, poorly fitted or top-dose-only effect, or another doubt; inactive = no such curve, though single readings can be large; an effect the other way counts as inactive or inconclusive. The list is partial. The share of hits here may be higher or lower than overall.

no.	Molecule	PTHR1 ag	TDP-43 yeast inh	DRD3 agonist	GLP-1R inv ag	HEK293 tox	KB-V1 cytotox	aSyn yeast inh	D3 antag	GLP-1R agonist
1	CN(C(=O)COc1cccc(C#N)c1)C1CCS(=O)(=O)C1 (stereo not given)	-25%	1%	-4	27%	24%	-10%	-5%	-5	-8%
2	CCCCN1CC(C)(C)[C@H](CC(=O)NC)C1=O	-15%	8%	2	-1%	-7%	-17%	1%	13	5%
3	CSc1ccccc1OCc1cc(C(=O)NCC(C)(C)N2CCOCC2)no1	-50%[inhibitor]	-16%	4	112%[activator]	30%[activator]	-7%	-2%	-8	6%
4	CCc1cc(=O)oc2cc(C)cc(OCC(=O)N[C@@H](CSCc3ccccc3)C(=O)O)c12	?	-3%	-8	-4%	-7%	-15%	9%	-9	-3%
5	COc1cccc(N2CCN(C(=O)c3oc4ccccc4c3NC(=O)Cc3ccc(OC)c(OC)c3)CC2)c1	0%	?	7	-30%	0%	-12%	0%	-1	16%
6	COc1ccc(CCNC(=O)c2ccc3nc(CCc4ccccc4)oc3c2)cc1OC	i	18%	-10	10%	6%	-7%	.	.	.
7	Cc1ccc(C(=O)c2coc3ccc(O)c(CN(C)C)c23)cc1	i	-5%	-3	-23%	5%	6%	4%	2	0%
8	COc1cccc(NC(=O)C2Cc3ccccc3CN2C(=O)c2ccco2)c1 (stereo not given)	i	-16%	-3	13%	10%	?	0%	-6	12%
9	CCN(CC(=O)NCc1cccs1)S(=O)(=O)c1ccc(NC(C)=O)cc1	i	-1%	-2	10%	5%	7%	-3%	-11	-4%
10	C/C=C(\C)CN1CCN(c2ccc(C)cc2)CC1	i	7%	-16	17%	-1%	15%	-1%	-79*	-9%
11	Cc1cc(C)c(Nc2ncccc2C(=O)O)c(C)c1	-13%	11%	5	7%	5%	0%	-1%	10	0%
12	Cc1cc(C(=O)N2CCCC(N3CCN(c4ccccc4C)CC3)C2)n(C)n1 (stereo not given)	-31%[inhibitor]	-16%	-11	14%	-4%	9%	-3%	-26	-1%
13	CC(=O)c1ccc(NC(=O)CSc2nccn2CCc2ccccc2)cc1	-10%[57.5 µM]	8%	4	2%	-9%	-14%	-4%	21	5%
14	Cn1c(N)c(C#N)c2c(c1=S)COC(C)(C)C2	i	8%	6	29%	5%	-23%	2%	5	10%
15	O=S(=O)(c1ccc2c(c1)OCCCO2)N1CCNCC1	i	6%	1	2%	-4%	1%	-2%	-20	0%

Remaining list, next part
no.	Molecule	PTHR1 ag	TDP-43 yeast inh	DRD3 agonist	GLP-1R inv ag	HEK293 tox	KB-V1 cytotox	aSyn yeast inh	D3 antag	GLP-1R agonist
16	COc1ccc(S(=O)(=O)N2CCCCCC2)cc1C(=O)Nc1ccccn1	i	-21%	-1	15%	-5%	?	6%	14	0%
17	Cn1nnnc1SCc1ccc(Cl)cc1	i	9%	-9	5%	-1%	-8%	0%	-24	5%
18	O=C(c1cc2cc(Br)ccc2o1)N1CCCCC1	-17%	?	3	?	2%	0%	11%	0	22%
19	CC(C)C[C@H]1CN([C@@H](CC(C)C)CN2CCCC2CN2C(=S)NC[C@@H]2Cc2ccccc2)C(=S)N1CCc1ccccc1 (stereo not given in full)	i	5%	-10	16%	-8%	?	-14%	-30	3%
20	Cc1c(C(=O)N2CCC(N3CCSCC3)CC2)oc2c(F)cccc12	i	-14%	4	-8%	-5%	1%	-1%	5	17%
21	Cc1ccc(C(=O)Nc2c(-c3ccc(Cl)cc3)[nH][nH]c2=O)cc1	-8%	9%	-11	-13%	4%	-13%	13%	-70*	2%
22	Cc1cc(NS(=O)(=O)c2ccc(NC(=O)c3ccc([N+](=O)[O-])c(Cl)c3)cc2)no1	-32%[inhibitor]	-9%	-24	11%	6%	?	-6%	-8	0%
23	CCC(=O)N=c1sc2cc([N+](=O)[O-])ccc2n1CCOC	i	19%	-3	-10%	-18%	27%	2%	13	14%
24	CCCc1cc(=O)oc2cc(OCC(=O)NCCc3c[nH]c4ccc(OC)cc34)ccc12	-9%	20%	2	?	-7%	8%	3%	25	11%
25	C=CCN1C(=O)C(C)NC1=S (stereo not given)	i	-23%	2	6%	14%	12%	15%	1	2%
26	CC(C)[C@H]1C(=O)Nc2ccccc2N1C(=O)N[C@@H](Cc1ccccc1)C(=O)N[C@H](Cc1ccccc1)C(=O)O	-16%	8%	-11	2%	-5%	10%	6%	-20	5%
27	CC1CCN(c2ccc(C(=O)NCc3ccco3)cc2[N+](=O)[O-])CC1	i	?	-13	?	21%	?	9%	-9	9%
28	Cc1sc2ncn(CC(=O)Nc3c(F)cccc3F)c(=O)c2c1S(=O)(=O)N1CCC(C)CC1	-12%	-12%	1	10%	-18%	0%	0%	-5	8%
29	COC(=O)C1CCc2c(ccc3c2CCCC3)C1=O (stereo not given)	-23%	1%	-1	-17%	1%	0%	-8%	-3	24%
30	O=C(NC1CC1)c1cccc2c1C(=O)c1ccc(N3CCC(Cc4ccccc4)CC3)cc1S2(=O)=O	-79%[inhibitor]	-6%	27	-10%	10%	?	0%	78	4%

(cont.)
no.	Molecule	PTHR1 ag	TDP-43 yeast inh	DRD3 agonist	GLP-1R inv ag	HEK293 tox	KB-V1 cytotox	aSyn yeast inh	D3 antag	GLP-1R agonist
31	CCCCNC(=O)C1CC(c2cccc([N+](=O)[O-])c2)=NO1 (stereo not given)	-23%	2%	4	17%	8%	-3%	1%	-23	2%
32	O=C1C=CC(O)(c2cc(=O)c3c(O)cc(O)cc3o2)C=C1	-47%[inhibitor]	20%	-32	?	?	5.8µM*	3%	-80*	-8%
33	Cc1ccc(OCCCCNC2CCCCC2)c(C)c1	-13%	4%	-16	?	-14%	15%	-6%	-79*	1%
34	CCOC(=O)c1c(C)[nH]c(C(=O)COC(=O)c2ccncc2)c1C	-16%	18%	2	25%	-12%	7.3µM*	4%	17	2%
35	CCCc1nc2c(C)cc(C)cc2c(N)c1CC	i	-18%	5	0%	-16%	-11%	-16%	12	6%
36	Cc1ccc(C(=O)Nc2nc(COc3ccccc3)cs2)s1	-26%	-5%	17	-1%	?	?	-48%[inhibitor]	33	5%
37	CCCCCCOC(=O)C(C#N)c1nc2ccccc2nc1N1CCN(CC)CC1 (stereo not given)	i	-4%	1	?	?	?	0%	-59*	1%
38	FC(F)(F)c1ccc(CN2C[C@@H]3C(c4ccc(Cl)nc4)C4(c5cccnc5)CC3(C4)[C@H]2c2ccccc2)cc1 (stereo not given in full)	-28%	-11%	-15	?	-15%	?	-16%	-12	-2%
39	Cc1c(C(=O)Nc2ccc(F)cc2F)oc2ccc3c(c12)C(=O)CC(C)(C)O3	-33%[inhibitor]	?	8	?	3%	-2%	.	.	.
40	O=S(=O)(c1ccc(SCCO)nc1)N1CCCC1	-10%[57.5 µM]	15%	5	8%	-5%	6%	-6%	-15	11%
41	CC(NC(=O)c1cc2cc(F)ccc2[nH]1)c1ccccc1 (stereo not given)	-28%	?	-15	?	-14%	2%	0%	-11	3%
42	O=c1cc(-c2ccncc2)oc2c1ccc1ccccc12	-13%	-23%	1	12%	-1%	?	18%	-8	0%
43	Cc1ccc(Cn2nnc3c(=O)n(Cc4cc(C)ccc4C)cnc32)cc1	i	-14%	4	1%	-9%	-14%	0%	24	0%
44	COc1ccc(N2CCN(C3C(=O)c4ccccc4N3C(C)=O)CC2)cc1 (stereo not given)	i	14%	2	9%	-3%	12%	.	.	.
45	C=CCN1C(=O)C(Cc2ccc(Br)cc2)S/C1=N\N=C\c1ccco1 (stereo not given)	-20%	-9%	2	?	2%	5%	1%	2	-1%

Given screen by screen: entries from further up.
42) O=c1cc(-c2ccncc2)oc2c1ccc1ccccc12
15) O=S(=O)(c1ccc2c(c1)OCCCO2)N1CCNCC1
assay / entry,42,15
PTHR1 ag,-13%,i
TDP-43 yeast inh,-23%,6%
DRD3 agonist,1,1
GLP-1R inv ag,12%,2%
HEK293 tox,-1%,-4%
KB-V1 cytotox,?,1%
aSyn yeast inh,18%,-2%
D3 antag,-8,-20
GLP-1R agonist,0%,0%

The list goes on:
no.	Molecule	PTHR1 ag	TDP-43 yeast inh	DRD3 agonist	GLP-1R inv ag	HEK293 tox	KB-V1 cytotox	aSyn yeast inh	D3 antag	GLP-1R agonist
46	CC(C)C[C@H]1CNC(=S)N1C[C@H]1CCCN1C[C@H](CC(C)C)N1C[C@H](Cc2ccc(O)cc2)N(CC2CCCCCC2)C1=S	-19%	?	11	?	-13%	?	-44%[inhibitor]	0	10%
47	O=C(CCNS(=O)(=O)c1ccc2c(c1)CCCC(=O)N2)Nc1cccc(Cl)c1	-3%	19%	-6	-9%	-10%	5%	-1%	.	-4%
48	Oc1c(Br)cc(C2N=C(c3ccccc3)NO2)cc1Br (stereo not given)	-78%[inhibitor][57.5 µM]	-20%	-2	?	-22%	-10%	-60%[inhibitor]	11	6%
49	CCOC(=O)CNC(=O)N1C[C@H]2CON(C)[C@H]2C[C@H]1c1ccccc1Br	-6%	29%	-1	14%	3%	4%	-1%	1	-1%
50	COc1ccc(Cc2nnc(SCC(=O)NC3(C#N)CCCCC3)n2N)cc1	i	-8%	1	1%	-3%	-8%	0%	0	1%
51	O=C1NCCCC1C(=O)N1CCN(C(=O)c2ccco2)CC1 (stereo not given)	-23%[57.5 µM]	5%	10	3%	-29%	8%	4%	11	-10%
52	O=C(COC(=O)c1ccc(S(=O)(=O)N2CCOCC2)cc1)NCc1ccco1	-32%[inhibitor]	11%	7	2%	12%	0%	-2%	13	0%
